ROC1-CUL1 inh = human ROC1-CUL1 E3 ligase inhibition | P62877+Q13616 | in vitro K48 di-Ub FRET, acceptor:donor ratio, 45 min | inhibition, % at 10 µM | hit rate 0.6% among 140,000 | AID 1347404; in the data active = inhibition above about 25%
Target sequence (P62877 whole entry, looked up): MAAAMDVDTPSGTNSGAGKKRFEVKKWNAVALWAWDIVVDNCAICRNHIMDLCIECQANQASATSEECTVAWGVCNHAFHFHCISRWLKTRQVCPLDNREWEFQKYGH
Target sequence (Q13616 whole entry, looked up): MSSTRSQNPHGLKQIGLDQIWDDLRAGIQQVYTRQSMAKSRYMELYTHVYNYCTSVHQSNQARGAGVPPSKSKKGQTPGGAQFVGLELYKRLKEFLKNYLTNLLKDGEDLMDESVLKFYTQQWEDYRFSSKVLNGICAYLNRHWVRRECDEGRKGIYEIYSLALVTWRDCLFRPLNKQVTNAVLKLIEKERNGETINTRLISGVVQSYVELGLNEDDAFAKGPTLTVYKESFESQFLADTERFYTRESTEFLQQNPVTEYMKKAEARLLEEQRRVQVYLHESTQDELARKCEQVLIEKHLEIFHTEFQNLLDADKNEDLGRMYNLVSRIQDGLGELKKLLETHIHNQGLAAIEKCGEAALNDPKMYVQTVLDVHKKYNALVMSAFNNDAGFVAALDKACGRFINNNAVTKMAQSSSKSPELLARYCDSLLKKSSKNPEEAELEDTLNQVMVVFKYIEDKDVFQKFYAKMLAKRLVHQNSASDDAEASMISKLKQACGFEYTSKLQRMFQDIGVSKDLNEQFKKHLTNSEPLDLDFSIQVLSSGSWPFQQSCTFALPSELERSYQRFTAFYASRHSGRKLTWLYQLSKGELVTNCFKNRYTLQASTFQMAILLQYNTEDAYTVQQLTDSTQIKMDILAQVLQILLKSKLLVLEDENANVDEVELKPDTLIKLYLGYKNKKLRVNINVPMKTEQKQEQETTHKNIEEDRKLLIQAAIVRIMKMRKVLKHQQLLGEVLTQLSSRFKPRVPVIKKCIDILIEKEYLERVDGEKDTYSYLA
* marks the source's active call; other numbers are inactive results. Not all compounds are listed; rates above refer to the full screens.

ROC1-CUL1 inh,SMILES
35.4*,COc1ccc(CC(=O)Nc2ccc(S(=O)(=O)Nc3cc(OC)nc(OC)n3)cc2)cc1
6.6,CCn1nc(C)c(NC(=O)c2cccnc2Cl)c1C
-3.0,Cc1nc2cc(OCc3nc(C(=O)N4CCCCCC4)co3)ccc2s1
7.8,CCCn1c(=O)n(-c2cc(Cl)c(OC)cc2OC)c(=O)c2c3c(sc21)CN(C(C)=O)CC3
-3.6,c1cc2ccc3ccsc3c2s1
4.8,O=C(COc1ccc(F)cc1F)N1CCN(c2ccc(F)cc2)CC1
1.7,CC(C)(C)c1ccc(-c2nc3cc(NC(=O)c4ccc5ccccc5c4)ccc3o2)cc1
1.1,CC1(C)CC(=O)c2c(O)cc(Cc3ccccc3)cc2O1
-6.1,Cc1oc2cc(O)cc(C)c2c(=O)c1Oc1ccccc1
-16.0,Cc1cc(/C=N/NC(=O)c2ccc(CN3CCc4ccccc4C3)cc2)c(C)n1-c1ccccc1F

A run of entries of the results above:
ROC1-CUL1 inh,SMILES
35.4*,COc1ccc(CC(=O)Nc2ccc(S(=O)(=O)Nc3cc(OC)nc(OC)n3)cc2)cc1
6.6,CCn1nc(C)c(NC(=O)c2cccnc2Cl)c1C
-3.0,Cc1nc2cc(OCc3nc(C(=O)N4CCCCCC4)co3)ccc2s1

(cont.)
ROC1-CUL1 inh,SMILES
-8.3,Cc1c(C(=O)OC2CCCCCC2)[nH]c2c1C(=O)CC(c1ccccc1Cl)C2 (stereo unspecified)
8.1,CCOCCn1c(=O)c2c(nc3n(-c4ccccc4C)c(C)c(C)n23)n(C)c1=O
1.6,O=C(Cn1nnnc1CN1CCc2ccccc2C1)N1CCCC1c1nccs1 (stereo unspecified)
-4.0,O=C(NCCn1cccn1)c1coc(COc2cccc3cccnc23)n1
3.4,Cc1ccc(Cl)cc1N1CCN(C(=O)CCc2nnc3n(C)c(=O)c4ccccc4n23)CC1
10.1,CCCCN1C(=O)C(=O)C2C(c3ccccc3)=Nc3ccccc3NC21c1ccccc1 (stereo unspecified)
0.1,CCOc1ccc(N(C)S(=O)(=O)c2cc(-c3cc(C)no3)ccc2OC)cc1
0.7,Cc1cc(C)n(CC(C)Nc2nc3nonc3nc2N2CCSCC2)n1 (stereo unspecified)
2.5,CN(C(=O)c1coc(CN2CCN(c3ccccc3F)CC2)n1)C1CCOC1 (stereo unspecified)
1.5,CCc1ccc(N2CCn3c2nc2c3c(=O)n(Cc3c(F)cccc3Cl)c(=O)n2C)cc1
10.4,CSCCNC(=O)c1ccc2oc(Cc3ccccc3)nc2c1
0.4,OC(COCC1COc2ccccc2O1)CN1CCCCC1 (stereo unspecified)
8.3,CCOc1ccc2nc(NC(=O)C(C)Oc3ccccc3C)sc2c1 (stereo unspecified)
-6.8,CSc1[nH]c2ccccc2c1C(Nc1ccccc1)c1ccccc1 (stereo unspecified)
-2.2,COc1ccc(-c2ccc(/C=c3\sc4nc5c(C)cc(C)cc5n4c3=O)o2)c([N+](=O)[O-])c1
0.8,CC(=O)c1ccc(OCc2cc(C(=O)N3CCCC3c3ccccn3)no2)cc1 (stereo unspecified)
-0.7,COc1ccc(Cl)cc1N1CN=CN=CN1
2.8,Cn1c(SCC(=O)Nc2ccc(Cl)cc2)cc(=O)n(C)c1=O
9.4,Cc1cccc(CN(CCc2ccccc2)CC2CCN(C)CC2)n1
-5.5,O=C(COc1ccc(Cl)cc1Cl)NCC1CCCO1 (stereo unspecified)
5.5,O=C(CN1C(=O)c2cccc3cccc1c23)NCc1ccccc1Cl
6.0,CNS(=O)(=O)c1cccc(C(=O)N2CCCc3ccccc32)c1
-10.5,O=C(CCC(=O)OCC(=O)c1ccc(Br)cc1)Nc1ccc(Br)c2cccnc12
-5.7,COc1ccc2c(c1)-c1c(ssc1=S)C(C)(C)N2C(=O)Nc1ccccc1
-7.2,CC(=O)C1=NN(c2ccccc2)C(c2ccc3c(c2)OCO3)N1c1ccc(C)cc1 (stereo unspecified)
-1.4,O=C(COC(=O)c1ccc(N2C(=O)C3CC=CCC3C2=O)cc1)c1cccc([N+](=O)[O-])c1 (stereo unspecified)
-11.2,Cc1[nH]nc2c1C(c1ccc(-c3ccccc3C#N)o1)C(C#N)C(=N)O2 (stereo unspecified)
-9.2,CCc1ccccc1NC(=O)CN1C(=O)COc2ccc(S(=O)(=O)Nc3ccccc3)cc21
1.6,O=C(c1ccccn1)N1CCOC(CCc2ccccc2)C1 (stereo unspecified)
-10.0,COc1ncccc1C(=O)NCC1Cc2cc(-c3nc(C)cnc3C)ccc2O1 (stereo unspecified)
3.8,CCNS(=O)(=O)c1ccc(OC)c(C(=O)NC2CCCCC2)c1
-1.7,CCOc1ccccc1N(CC)C(=O)Cn1ncc2c([nH]c3ccccc32)c1=O
-5.2,Clc1nc2ccccc2nc1NCc1ccco1
-1.2,Cc1cccc(C)c1-n1ncc(C(=O)NCCN2CCOCC2)c1C1CCN(C(=O)OC(C)(C)C)CC1
5.9,O=C(c1cccc(C(F)(F)F)c1)N1CCN(c2ccccn2)CC1
-9.1,CCOc1cc(C2c3c(n[nH]c3C)OC(=N)C2C#N)ccc1O (stereo unspecified)
1.3,CC(C)(C)c1ccc(/C=N/NC(=O)CNC(=O)COc2ccc3ccccc3c2)cc1
-0.5,CC(C)c1ccc(NC(=O)Cn2c(=O)n(Cc3nc(-c4ccccc4)no3)c(=O)c3cc4c(cc32)OCO4)cc1
3.8,CC(=O)Nc1ccc(NS(=O)(=O)c2cccc3ccccc23)cc1
5.3,C=CCSc1nnc2c(n1)OC(c1ccccc1C)N(C(C)=O)c1ccccc1-2 (stereo unspecified)
5.5,CCOc1ccc(N2C(=O)C(Cc3ccccc3OCC(=O)O)=NC2=S)cc1
3.1,COc1cccc2c1OCC(NCc1ccc(-n3cccn3)cc1)C2 (stereo unspecified)
0.4,COc1cccc(C(=O)N2CCN(Cc3nc(NCc4cccs4)c4ccccc4n3)CC2)c1
-1.8,CCC(C)CN1CCCC(c2[nH]ncc2CC(C)C)C1 (stereo unspecified)
-4.8,CC1=NN(c2ccccc2)C(=O)/C1=C\c1cc(C)n(C2CCCCC2)c1C
-2.1,Cc1cc(C)c(NC(=O)Cn2cnc3c(oc4ccccc43)c2=O)c(C)c1
2.7,O=C(NC1CCCC1)c1ccc2c(c1)N(Cc1ccccc1Cl)C(=O)c1ccccc1S2
-5.1,Cc1ccc(NC(=O)C[n+]2ccc3ccccc3c2)c(C)c1
-1.1,COc1cccc(C(=O)Nc2ncccc2C)c1OC
0.0,O=C(Oc1cccc2cccnc12)c1ccc([N+](=O)[O-])cc1[N+](=O)[O-]

Remaining list, next part.
ROC1-CUL1 inh,SMILES
4.1,NC12C3C4C1C1C2C3C1(Br)C41OCCO1 (stereo unspecified)
-6.6,c1ccc(-c2cc3ccccc3c3ccccc23)cc1
-6.9,Cc1ccc(SCC2=NC(=NC(N)=Nc3ccc(C)c(C)c3)NC(=O)C2)cc1
5.0,Cc1ccc(-n2ncc(C(=O)NCCN3CCN(C)CC3)c2C2CCN(C(=O)OC(C)(C)C)CC2)cc1
1.5,Cc1ccc(NC(=O)CSc2nnc(-c3cnccn3)n2C)cc1
3.0,O=C(CN1C(=O)C2(SCC(=O)N2c2cccc(F)c2)c2ccccc21)NCc1ccccc1Cl (stereo unspecified)
-4.0,Cc1nc2ccccn2c1C(=O)N/N=C/c1ccc2c(c1)OCO2
-5.5,Cc1ccc(-c2nc(-c3c(C)ncc4c3CCNC4)no2)cc1N1CCNC1=O
0.4,C/C(=N/Nc1ccccc1[N+](=O)[O-])c1ccco1
6.2,Cc1ccc(S(=O)(=O)c2cn(CC(=O)Nc3ccccc3C)c3cc4c(cc3c2=O)OCO4)cc1

Looked up one by one from the list above:
ROC1-CUL1 inh,SMILES
0.4,C/C(=N/Nc1ccccc1[N+](=O)[O-])c1ccco1
-4.0,Cc1nc2ccccn2c1C(=O)N/N=C/c1ccc2c(c1)OCO2
5.0,Cc1ccc(-n2ncc(C(=O)NCCN3CCN(C)CC3)c2C2CCN(C(=O)OC(C)(C)C)CC2)cc1

(list continues)
ROC1-CUL1 inh,SMILES
-4.7,Cc1ccccc1-c1noc(-c2ccc(NCc3ccco3)c([N+](=O)[O-])c2)n1
0.9,Cc1cc(/C=N/NC(=O)C(=O)NCc2cccnc2)c(C)n1-c1ccccc1Cl
0.2,COc1ccc(CC2(CCC(=O)NCC(C)(C)CO)CCC(=O)N2)c2ccccc12 (stereo unspecified)
-5.6,COc1ccc(Nc2cc(C(=O)NCc3cccs3)c3ccccc3n2)cc1
3.7,CCOc1ccc(C2c3c(oc4cc(C)c(C)cc4c3=O)C(=O)N2c2ccccn2)cc1 (stereo unspecified)
-3.9,CCCc1nnc(NC(=O)Cc2coc3c(C)c(C)ccc23)s1
-4.1,CCOC(=O)c1c(NC(=O)CCN2CCCCCC2)sc2c1CCCC2
-6.6,Cn1c(=O)n(Cc2ccccc2Cl)c(=O)c2c1nc1n2CCN1c1ccccc1
-2.7,COc1cccc(CNC(=O)CCCn2ncn3c(cc4occc43)c2=O)c1
-2.9,CC1=NC(=O)CC(c2ccc(Cl)cc2)C1C(=O)OC1CCCC1 (stereo unspecified)
0.4,Oc1ccc2oc(SCCOCCOCCOCCSc3cc4cc(O)ccc4o3)cc2c1
10.2,CCN1c2cc(N3CCOCC3)c(F)cc2NC2C(C(=O)OCc3ccco3)=C(C)OC21 (stereo unspecified)
5.1,COc1ccc(OC)c(CN2C[C@H](O)[C@@H](N3CCOCC3)C2)c1
13.9,CC(C)Cn1cc(C(=O)N2CCCCCC2)c(=O)c(C(=O)N2CCN(c3ccc(Cl)cc3)CC2)c1
1.5,O=C1O[C@@H]2CN(c3ccnc(CO)c3)C[C@@H]2N1CCc1ccc(F)cc1
-2.3,O=C(NCCc1ccccc1)c1nnc(Cc2cccc(F)c2)o1
0.1,Cc1ccc(Cn2c(=O)n(-c3ccc(C)cc3)c(=O)c3c2c2cc(C)ccc2n3C)cc1
-8.5,COc1ccc(-n2c(=O)c3c(c4cc(OC)ccc4n3C)n(Cc3cccc(C)c3)c2=O)cc1
16.3,COc1cccc(C2C(C(=O)Nc3ccccc3C)C(C)=Nc3nc(CCCO)nn32)c1 (stereo unspecified)
-3.8,COc1ccccc1Cn1c(CNS(=O)(=O)c2ccc3c(c2)CCCC3)nc2cccnc21
4.6,O=C(Nc1ccc(Cl)cn1)c1ccc(Br)cc1Br
2.3,Cc1ccc(CCNC(=O)CN(c2cc(C)cc(C)c2)S(=O)(=O)c2c(C)noc2C)cc1
13.9,O=C1c2ccccc2-c2nc3n[nH]nc3nc21
-9.1,Cc1noc(C)c1NC(=O)Cn1ncc(N2CCCN(C)CC2)cc1=O
0.4,CC(=O)c1sc(NC(=O)c2cc(F)c(F)cc2Cl)nc1C
2.3,Cc1ccccc1C(=O)N1CCN(c2ccccc2C)CC1
0.8,COc1cc(C(=O)NC(=S)Nc2ccc(CN3CCCCC3)cc2)cc(OC)c1OC
3.1,Cn1cc(Cl)c(C(=O)N/N=C/c2ccc3c4c(cccc24)CC3)n1
-8.4,O=c1c2cnc(N3CCOCC3)nc2ccn1Cc1cccnc1
-9.1,COc1cc(OC)c(NC(=O)CSc2nc3ccncc3[nH]2)cc1Cl

The last 6 compounds of the section before are carried over, then new ones follow:
ROC1-CUL1 inh,SMILES
0.4,CC(=O)c1sc(NC(=O)c2cc(F)c(F)cc2Cl)nc1C
2.3,Cc1ccccc1C(=O)N1CCN(c2ccccc2C)CC1
0.8,COc1cc(C(=O)NC(=S)Nc2ccc(CN3CCCCC3)cc2)cc(OC)c1OC
3.1,Cn1cc(Cl)c(C(=O)N/N=C/c2ccc3c4c(cccc24)CC3)n1
-8.4,O=c1c2cnc(N3CCOCC3)nc2ccn1Cc1cccnc1
-9.1,COc1cc(OC)c(NC(=O)CSc2nc3ccncc3[nH]2)cc1Cl
-0.6,Cc1ccccc1-c1nnc(SCC(=O)N2CCCCCC2)o1
-2.5,CCC(C)NC(=O)CNS(=O)(=O)c1ccc(C)cc1 (stereo unspecified)
1.8,COc1cc(CN2CCCC(CNC(=O)c3cc(C)on3)C2)ccc1F (stereo unspecified)
-3.4,Cc1ccc(-c2nc(SCC(=O)NCc3ccco3)c3c(=O)n(C)c(=O)n(C)c3n2)cc1
-0.8,COc1cc(NS(=O)(=O)c2ccc(NC(=O)CCCN3C(=O)c4cccc5cccc(c45)C3=O)cc2)nc(OC)n1
-8.3,O=C1CC(n2nnn(-c3cccc(Cl)c3)c2=S)C2COC1O2 (stereo unspecified)
8.9,CN(C)c1ccc(NC(=S)Nc2ccc3snnc3c2)cc1
4.0,COc1ccc(OCc2nnc(SCC(=O)Nc3cc(C)cc(C)c3)n2C)cc1
-7.7,Cc1ccccc1OCC(=O)Nc1ccccc1C(=O)OCc1cc(=O)n2ccsc2n1
-6.8,CCOc1cccc(CNc2ncn[nH]2)c1
-9.0,CCOC(=O)c1cc(C)n(CC2CCC(C(=O)Nc3ccc(OC)c(OC)c3)CC2)c1C (stereo unspecified)
0.0,CCS(=O)(=O)c1nc(S(=O)(=O)c2ccc(C)cc2)c(NCc2ccc(Cl)cc2)s1
-4.5,CCCCC(=O)NC(Nc1cc(C)ccn1)(C(=O)OCC)C(F)(F)F (stereo unspecified)
5.4,COc1ccc(CCNC(=O)CCCn2c(=O)c3ccccc3n(CC(=O)Nc3cccc(C)c3)c2=O)cc1OC
2.7,COc1ccc(CCNc2oc(COc3ccc(Cl)cc3)nc2C#N)cc1
-6.0,CCOC(=O)c1cc(C(=O)Nc2cc3oc4ccccc4c3cc2OC)n(C)n1
-8.1,CCc1ccc(NC(=O)C2CCCN(S(=O)(=O)c3ccc4c(c3)CCCN4C(C)=O)C2)cc1 (stereo unspecified)
-0.2,O=C(Nc1ccccc1F)c1ccc(CNS(=O)(=O)c2cccc(Cl)c2)cc1
-3.4,COc1cc(CN2CCN(C(C)=O)CC2)ccc1OCC(O)CN(C)C1CCCCC1 (stereo unspecified)
7.3,Cc1ccnc(NC(=O)c2cc(Br)ccc2Br)c1
-4.0,CCCCOc1ccc2n(n1)c(=O)c(CCCC)c([O-])[n+]2-c1ccccc1
-1.9,COC(=O)c1c(-c2ccccc2)csc1NC(=O)CCC(=O)O
-6.4,CN(Cc1ccccc1)C1(C(=O)NCc2ccon2)Cc2ccccc2C1
-2.9,O=S(=O)(O)c1ccc2nc(CO)[nH]c2c1
2.5,CC(=O)Nc1ccc(NC(=O)CCCc2nc(-c3ccc(C(C)(C)C)cc3)no2)cc1
-4.7,CCOc1ccc(CNS(=O)(=O)c2ccc3[nH]c(=O)ccc3c2)cc1

Source: PubChem BioAssay
